Compound activity deposited in PubChem BioAssay by several laboratories.
Anthrax LF prot: anthrax lethal factor protease inhibition; actives 0.12% (n = 360,000); inhibition, % at 10 µM; AID 588501; multiplex microsphere protease cleavage assay, LF; also: plate controls were buffer without enzyme for full effect and enzyme alone for no effect
Target sequence (P15917 whole entry, looked up): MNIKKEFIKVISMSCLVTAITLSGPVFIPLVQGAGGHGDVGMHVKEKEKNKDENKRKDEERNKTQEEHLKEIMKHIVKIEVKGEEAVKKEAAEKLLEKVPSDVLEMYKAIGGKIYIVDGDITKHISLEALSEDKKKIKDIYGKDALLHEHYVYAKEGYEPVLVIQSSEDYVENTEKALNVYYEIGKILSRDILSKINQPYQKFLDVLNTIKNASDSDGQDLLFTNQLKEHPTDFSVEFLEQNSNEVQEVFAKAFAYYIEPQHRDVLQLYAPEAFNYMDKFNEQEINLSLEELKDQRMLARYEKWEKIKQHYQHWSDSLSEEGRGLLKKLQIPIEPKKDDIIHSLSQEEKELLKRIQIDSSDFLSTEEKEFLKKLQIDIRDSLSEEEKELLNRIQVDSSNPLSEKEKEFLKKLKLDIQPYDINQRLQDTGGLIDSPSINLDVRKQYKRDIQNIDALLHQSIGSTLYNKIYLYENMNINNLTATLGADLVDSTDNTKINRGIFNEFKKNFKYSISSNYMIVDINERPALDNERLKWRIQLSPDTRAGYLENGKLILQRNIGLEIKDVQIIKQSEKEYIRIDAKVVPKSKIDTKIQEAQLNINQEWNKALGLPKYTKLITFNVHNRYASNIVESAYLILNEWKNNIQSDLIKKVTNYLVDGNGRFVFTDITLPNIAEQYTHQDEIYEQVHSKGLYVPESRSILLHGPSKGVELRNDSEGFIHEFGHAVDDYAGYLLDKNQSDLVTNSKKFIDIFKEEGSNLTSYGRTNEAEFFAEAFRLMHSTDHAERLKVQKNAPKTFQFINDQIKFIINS
BoNT A protease: blocks Botulinum neurotoxin A light chain protease; inhibition, % at 10 µM; multiplex microsphere protease substrate cleavage, flow cytometry; AID 588499; actives 0.17% (n = 360,000); also: plate controls were buffer without enzyme for full effect and enzyme alone for no effect
SSB-PriA inh: blocks PriA binding to SSB C-terminal tail; AlphaScreen SSBct-PriA binding, biotinylated peptide; actives 0.6% (n = 430,000); AID 1272365; inhibition, % at 33 µM; in the data active = inhibition mostly above about 37%, no sharp cut-off; inactive = mostly below about 20%;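 also: plate controls were negative control peptide for no effect and reference peptide for full effect; strong numbers were not always called active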
SARS 3CLpro inh: SARS-CoV 3CLpro protease inhibition. P0C6X7. recombinant SARS-CoV 3CLpro, quenched FRET peptide cleavage. inhibition, % at 6 µM. actives 0.14% (n = 290,000). AID 1706; in the data active = inhibition above about 12%
Vc quorum ag: induces V. cholerae light production without autoinducers; V. cholerae BH1578 lux reporter, luminescence, 6 h; activation, % at 18.7 µM; actives 0.16% (n = 350,000); AID 588436; in the data active = activation mostly above about 9.7%, no sharp cut-off; also: not every result past the cut was called active; inactives centre near 0; reference of the scale not given here
VHR inh abs: blocks human VHR1 dual specificity phosphatase. P51452. recombinant VHR phosphatase, pNPP absorbance. AID 1654. actives 0.52% (n = 290,000). inhibition, % at 13.3 µM; in the data active = inhibition above about 50%; also: some compounds called inactive have numbers as strong as hits
Target sequence (P51452 whole entry, looked up): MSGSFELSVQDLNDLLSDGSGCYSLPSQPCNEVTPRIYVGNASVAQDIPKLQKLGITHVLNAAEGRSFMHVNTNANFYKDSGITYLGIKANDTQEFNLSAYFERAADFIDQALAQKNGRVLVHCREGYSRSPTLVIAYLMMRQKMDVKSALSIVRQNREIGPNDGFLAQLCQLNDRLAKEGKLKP
CCHF vOTU inh: CCHFV vOTU protease inhibition. Pep-AMC fluorescence. inhibition, % at 11.5 µM. actives 0.55% (n = 370,000). AID 651958; in the data active = inhibition above about 30%; also: 0% = vehicle wells with enzyme and 100% = no enzyme wells
Yp Topo-I inh: blocks Yersinia pestis topoisomerase I activity; AID 504884; activity, % at 10 µM; Y. pestis Topo-I cleavage product accumulation, plate reader; actives 0.064% (n = 360,000); in the data active = activity above about 50%, passing the limit was not always enough; also: inactives centre near 2
TcdB inh: inhibitors of Clostridioides difficile toxin B glycohydrolase; actives 0.24% (n = 350,000); AID 652162; TcdB glycohydrolase enzymatic assay, plate reader; inhibition, % at 9.99 µM; in the data active = inhibition above about 10%
PfHsp40 yeast: compounds rescuing yeast from Plasmodium falciparum HSP40 toxicity; S. cerevisiae expressing PfHsp40, growth rescue, ATP luminescence; actives 0.68% (n = 340,000); AID 504582; growth rescue, % at 12.5 µM; in the data active = growth rescue above about 28%, passing the limit was not always enough;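 also: yeast W303a lacking pdr1 and pdr3 grown in galactose medium; growth measured after three days at 30 °C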
* marks the source's active call; other numbers are inactive results; & = joins results of further samples. Rule as the data show it, unless noted: active = inhibition above about 30%; inconclusive = no clear call, values can overlap the other calls; inactive = below that.

How did CC(C)C(=O)N1CCN(c2ccc(NC(=O)c3ccc([N+](=O)[O-])o3)cc2Cl)CC1 do in these assays?
Anthrax LF prot: 1.0; BoNT A protease: -0.5; SSB-PriA inh: -11.9; SARS 3CLpro inh: -0.1; Vc quorum ag: -0.5; VHR inh abs: 33.2; CCHF vOTU inh: -2.5; Yp Topo-I inh: -2.4; TcdB inh: 2.9; PfHsp40 yeast: 3.5

How did O=C1NCCN1CCNS(=O)(=O)c1ccc2ccccc2c1 do in these assays?
Anthrax LF prot: -7.7; BoNT A protease: 0.2; SSB-PriA inh: -9.9; SARS 3CLpro inh: 2.2; Vc quorum ag: -0.4; VHR inh abs: 15.1; CCHF vOTU inh: 2.1; Yp Topo-I inh: -2.4; PfHsp40 yeast: -1.8

How did CCOc1ccccc1-n1nnnc1SCC(=O)Nc1cc2oc3ccccc3c2cc1OC do in these assays?
Anthrax LF prot: -8.4; BoNT A protease: 0.0; SSB-PriA inh: -2.9; SARS 3CLpro inh: -7.7; Vc quorum ag: -1.5; VHR inh abs: 17.0; CCHF vOTU inh: 3.3; Yp Topo-I inh: 2.7; PfHsp40 yeast: -1.2

Results for CC(=O)c1cc(C#N)c(SCc2ccc(F)cc2)nc1C ?
Anthrax LF prot: -17.2; BoNT A protease: -0.1; SSB-PriA inh: 0.9; SARS 3CLpro inh: -4.1; Vc quorum ag: inactive; VHR inh abs: -6.4; CCHF vOTU inh: 4.3; Yp Topo-I inh: 15.7; PfHsp40 yeast: 1.3

Results for COCCCC1CCN(C(=O)C2CCC(=O)N(C3CCCCCC3)C2)CC1 (configuration not stated) ?
Anthrax LF prot: -3.5; BoNT A protease: -1.1; SSB-PriA inh: -0.6; SARS 3CLpro inh: 0.3; Vc quorum ag: inactive; VHR inh abs: 1.8; CCHF vOTU inh: -3.1; Yp Topo-I inh: -0.2; TcdB inh: 1.8; PfHsp40 yeast: -0.1

How did CCC(C)[C@H](NC(=O)[C@@H]1Cc2c([nH]c3ccccc23)C2c3ccccc3C(=O)N21)C(=O)NCC1CCCO1 (some centres not stated) do in these assays?
Anthrax LF prot: 1.6; BoNT A protease: 0.5; SSB-PriA inh: -5.0; SARS 3CLpro inh: 0.5; Vc quorum ag: -0.7; VHR inh abs: 16.6; CCHF vOTU inh: -4.0; Yp Topo-I inh: 8.8; TcdB inh: -0.3; PfHsp40 yeast: 1.1

Results for O=C(OCC1COc2ccccc2O1)c1c(F)cccc1F (configuration not stated) ?
Anthrax LF prot: -3.0; BoNT A protease: -0.4; SSB-PriA inh: -67.0; SARS 3CLpro inh: 5.2; Vc quorum ag: inactive; VHR inh abs: 21.9; CCHF vOTU inh: 5.3; Yp Topo-I inh: -3.9; PfHsp40 yeast: 1.4

What do the screens show for `COc1cccc(NC(=O)NCc2cccn2C)c1`?
Anthrax LF prot: -3.5; BoNT A protease: 1.1; SSB-PriA inh: 4.7; SARS 3CLpro inh: -2.9; Vc quorum ag: inactive; VHR inh abs: 24.2; CCHF vOTU inh: 7.5; Yp Topo-I inh: -4.3; PfHsp40 yeast: -0.1

How did CC(C)CCNC(=O)C(c1cccnc1)N(CCc1ccccc1)C(=O)Cn1nnc2ccccc21 (configuration not stated) do in these assays?
Anthrax LF prot: -2.0; BoNT A protease: -1.4; SSB-PriA inh: -2.9; SARS 3CLpro inh: 5.0; Vc quorum ag: 0.3; VHR inh abs: -0.1; CCHF vOTU inh: 2.5; Yp Topo-I inh: 8.4; PfHsp40 yeast: -0.8

What do the screens show for `CCS(=O)(=O)c1nc(S(=O)(=O)c2ccc(Cl)cc2)c(NCCCN2CCOCC2)s1`?
Anthrax LF prot: 1.3; BoNT A protease: 7.3; SSB-PriA inh: 1.7; SARS 3CLpro inh: -3.4; Vc quorum ag: -0.1; VHR inh abs: 19.0; CCHF vOTU inh: -3.2; Yp Topo-I inh: 5.6; TcdB inh: 2.7; PfHsp40 yeast: -0.5

What do the screens show for `CC(=O)Nc1cccc(C(=O)OC(C)C(=O)NC(=O)NC2CCCCC2)c1` (configuration not stated)?
Anthrax LF prot: -3.0; BoNT A protease: -4.9; SSB-PriA inh: -5.6; Vc quorum ag: 1.4; CCHF vOTU inh: -8.1; Yp Topo-I inh: 12.4; TcdB inh: -1.9; PfHsp40 yeast: -0.9

How did CCc1nc(Nc2ccc3c(c2)OCCO3)c2oc3ccccc3c2n1 do in these assays?
Anthrax LF prot: -4.0; BoNT A protease: -3.3; SSB-PriA inh: -13.8; SARS 3CLpro inh: 3.2; Vc quorum ag: -1.4; VHR inh abs: 11.9; CCHF vOTU inh: -1.9; Yp Topo-I inh: 14.0; PfHsp40 yeast: -0.9

Results for O=C(CSc1ccccc1)OCC(=O)N1CCN(C(=O)c2ccco2)CC1 ?
Anthrax LF prot: 4.0; BoNT A protease: 4.3; SSB-PriA inh: -6.2; Vc quorum ag: -5.2; CCHF vOTU inh: 20.9; Yp Topo-I inh: 11.8; TcdB inh: 2.1; PfHsp40 yeast: -1.0

How did O=C(NCc1cccs1)C(=O)NCC(c1ccco1)N1CCN(c2ccccc2)CC1 (configuration not stated) do in these assays?
Anthrax LF prot: 0.5; BoNT A protease: 0.7; SSB-PriA inh: -5.5; SARS 3CLpro inh: 0.2; Vc quorum ag: -4.3; VHR inh abs: 1.7; CCHF vOTU inh: 30.5*; Yp Topo-I inh: 22.1; TcdB inh: -3.2; PfHsp40 yeast: -0.7

Results for Cc1ccc2cc(/C=N/NC(=O)CN3CCCCC3)c(Cl)nc2c1 ?
Anthrax LF prot: -5.6; BoNT A protease: -0.3; SARS 3CLpro inh: 4.6; Vc quorum ag: -0.1; VHR inh abs: -0.6; CCHF vOTU inh: 4.9; Yp Topo-I inh: 6.1; TcdB inh: 1.4; PfHsp40 yeast: -0.7

Results for CCOC(=O)COc1ccc(C)cc1-c1ccno1 ?
Anthrax LF prot: 2.1; BoNT A protease: 0.8; SSB-PriA inh: -32.5; SARS 3CLpro inh: -3.0; VHR inh abs: -1.7; CCHF vOTU inh: -0.8; Yp Topo-I inh: 9.3; PfHsp40 yeast: 1.1

What do the screens show for `CCCCCC(=O)N1CCCCC1`?
Anthrax LF prot: -9.0; BoNT A protease: -2.6; SSB-PriA inh: -12.1; SARS 3CLpro inh: 3.3; Vc quorum ag: -0.3; VHR inh abs: 9.6; CCHF vOTU inh: -10.7; Yp Topo-I inh: 3.8; TcdB inh: 0.8; PfHsp40 yeast: 0.5

How did Cc1ccsc1C(C(=O)NC1CCCCC1)N(C(=O)c1csnn1)C1CC1 (configuration not stated) do in these assays?
Anthrax LF prot: 1.6; BoNT A protease: 1.4; SSB-PriA inh: -10.9; SARS 3CLpro inh: 3.3; Vc quorum ag: -0.7; VHR inh abs: 35.7; CCHF vOTU inh: -3.0; Yp Topo-I inh: 0.7; PfHsp40 yeast: 0.0

How did O=[N+]([O-])c1cccc(CNc2ccc3c(c2)CCC3)c1 do in these assays?
Anthrax LF prot: -2.9; BoNT A protease: 0.2; SSB-PriA inh: 69.2*; SARS 3CLpro inh: 3.2; Vc quorum ag: -0.3; VHR inh abs: 21.2; CCHF vOTU inh: -4.9; Yp Topo-I inh: 6.4; PfHsp40 yeast: 0.8

What do the screens show for `CSc1ncc(C(=O)Nc2ccc(C(C)=O)cc2)c(-c2ccccc2)n1`?
Anthrax LF prot: -9.1; BoNT A protease: -0.8; SSB-PriA inh: -10.9; SARS 3CLpro inh: 1.6; Vc quorum ag: -2.6; VHR inh abs: 11.3; CCHF vOTU inh: -10.6; Yp Topo-I inh: 10.7; TcdB inh: 1.3; PfHsp40 yeast: 1.9

What do the screens show for `CCN(CC)S(=O)(=O)c1ccc(-c2nnc3sc4cccc(C)c4n23)cc1`?
Anthrax LF prot: -7.0; BoNT A protease: -0.9; SSB-PriA inh: 6.0&-4.4; SARS 3CLpro inh: 1.4; Vc quorum ag: -0.2; VHR inh abs: 29.2; CCHF vOTU inh: 16.6; Yp Topo-I inh: 10.4; TcdB inh: -1.1; PfHsp40 yeast: 0.1

How did N/C(=N\S(=O)(=O)c1ccc(Cl)s1)c1ccccc1 do in these assays?
Anthrax LF prot: -0.7; BoNT A protease: 0.5; SARS 3CLpro inh: -1.5; Vc quorum ag: inactive; VHR inh abs: 40.1; CCHF vOTU inh: 0.8; Yp Topo-I inh: 1.8; PfHsp40 yeast: -1.4

What do the screens show for `COc1ccc(CNc2ccc(Cl)cc2)cc1Cn1ccnc1`?
Anthrax LF prot: 10.0; BoNT A protease: 0.2; SSB-PriA inh: 34.9; SARS 3CLpro inh: 0.2; Vc quorum ag: 0.6; VHR inh abs: -24.8; CCHF vOTU inh: -10.9; Yp Topo-I inh: 31.5; TcdB inh: 3.4; PfHsp40 yeast: 22.2

What do the screens show for `COCCNC(=O)C1CCCN(C(=O)c2ccnc(Cl)c2)CC1` (configuration not stated)?
Anthrax LF prot: -5.7; BoNT A protease: -0.5; Vc quorum ag: inactive; CCHF vOTU inh: -14.2; Yp Topo-I inh: 1.9; TcdB inh: 0.8

What do the screens show for `NS(=O)(=O)c1ccc(CCNC(=O)c2ccc3c(c2)N(Cc2ccccc2)CCS3)cc1`?
Anthrax LF prot: 1.5; BoNT A protease: 0.7; SSB-PriA inh: -5.3; SARS 3CLpro inh: 1.4; Vc quorum ag: -2.1; VHR inh abs: 47.9; CCHF vOTU inh: -40.4; Yp Topo-I inh: 3.7; TcdB inh: 1.0; PfHsp40 yeast: -0.1

Results for CC(C)C(=NO)c1ccccc1 ?
Anthrax LF prot: 4.7; BoNT A protease: -0.1; SSB-PriA inh: 1.9; Vc quorum ag: inactive; CCHF vOTU inh: -2.6; Yp Topo-I inh: -4.6; TcdB inh: 0.6; PfHsp40 yeast: -0.8

How did CCOC(=O)CSc1nnc(COc2cccc(C)c2)o1 do in these assays?
Anthrax LF prot: -1.0; BoNT A protease: -0.5; SSB-PriA inh: -9.4; SARS 3CLpro inh: 4.9; Vc quorum ag: inactive; VHR inh abs: -1.3; CCHF vOTU inh: 7.6; Yp Topo-I inh: -3.6; TcdB inh: -1.2; PfHsp40 yeast: -0.7

How did CCOC(=O)N1N=C(c2ccccc2)CC1(O)C(F)(F)F (configuration not stated) do in these assays?
Anthrax LF prot: -0.6; BoNT A protease: 0.5; SSB-PriA inh: -8.7; SARS 3CLpro inh: -3.0; Vc quorum ag: inactive; VHR inh abs: 6.0; CCHF vOTU inh: 8.6; Yp Topo-I inh: -9.5; PfHsp40 yeast: -1.8

How did CCCN1C(=O)/C(=C/c2cc(C)n(C)c2C)SC1=Nc1ccc(OC)cc1 do in these assays?
Anthrax LF prot: -7.7; BoNT A protease: -0.4; SSB-PriA inh: 16.1; SARS 3CLpro inh: 3.3; Vc quorum ag: inactive; VHR inh abs: 13.0; CCHF vOTU inh: -4.4; Yp Topo-I inh: 4.1; PfHsp40 yeast: -0.3

Results for CCOc1cc(Cl)c(S(=O)(=O)NCc2ccccn2)cc1Cl ?
Anthrax LF prot: 3.8; BoNT A protease: -0.3; SSB-PriA inh: 3.8&4.0; SARS 3CLpro inh: -1.6; Vc quorum ag: inactive; VHR inh abs: 6.2; CCHF vOTU inh: 6.7; Yp Topo-I inh: -1.1; PfHsp40 yeast: -0.1

How did O=C(O)CCc1nn2cc(-c3ccccc3)nc2[nH]c1=O do in these assays?
Anthrax LF prot: -5.5; BoNT A protease: -0.2; SSB-PriA inh: 4.5; SARS 3CLpro inh: -1.3; Vc quorum ag: 0.6; VHR inh abs: 22.0; CCHF vOTU inh: -54.5; Yp Topo-I inh: -7.3; PfHsp40 yeast: 2.2

This is a subset (hit frequency here may not be typical).
